# Source: PubChem BioAssay (National Center for Advancing Translational Sciences (NCATS))
# L3MBTL1 inh: inhibitors of human L3MBTL1 | Q9Y468 | AlphaScreen L3MBTL1–H3K9me1 peptide binding | Potency, µM (titrated, usually from 57.1 µM), for inactives: at the highest dose activity, negative = inhibition, usual class: inhibitors | 0.66% of 230,000 active; further: nearly all actives have a fitted effect of over 60% in size
#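 AlphaScreen proximity signal between nickel-chelate acceptor and streptavidin donor beads (final 10 ug/mL) reports binding of 50 nM L3MBTL1 to 75 nM biotin-H3 K9me1 peptide; complex incubated with compounds 30 min at room temperature; cefsulodin titration as control.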
# Tau ThT inhib: blocks human tau fibril formation measured by thioflavin T; AID 1460; 2.1% of 270,000 active; recombinant tau K18 P301L, heparin-induced fibrillization, ThT fluorescence; Potency, µM (top dose mostly 57.4 µM), inactives show at the top dose activity, negative = inhibition, actives largely listed as inhibitors; further: nearly all actives have a fitted effect of over 55% in size
#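 ThT emission at 510 nm, taken 1 hr after adding 30 uM dye, quantifies aggregates formed when 20 uM heparin acts on human tau K18 P301L for 6 hr at 37 C.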
# aGal spleen mod: inhibitors or activators of human alpha-galactosidase in spleen homogenate; P06280; human spleen homogenate, 4MU-alpha-Gal fluorescence, 40 min; Potency, µM (top dose mostly 80 µM), for the others: at the highest dose activity change, negative = inhibition, actives largely listed as inhibitors; 0.008% of 240,000 active; AID 2107;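 further: 0% = enzyme with vehicle and -100% = no enzyme basal signal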
#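 qHTS titration in buffer at pH 5.0. Alpha-galactosidase activity in spleen homogenate was measured via 4-methylumbelliferone release from 1 mM fluorogenic substrate after 40 min at 37C and a pH 10 stop. AC50 came from Hill fits of control-normalized data.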
# Tau fibril FP: blocks human tau fibril formation measured by polarization; P10636; K18 P301L tau heparin fibrillization, Alexa594 FP, 6 h; Potency, µM (top dose mostly 57.7 µM), without a hit: at the top dose activity, negative = inhibition, most hits filed as inhibitors; 0.39% of 280,000 active; AID 1468; further: nearly all actives have a fitted effect of over 55% in size
#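 FP of Alexa 594-tau after heparin (20 uM) induction. Substrate: human K18 P301L, 15 uM unlabeled, 0.24 uM labeled. Buffer 100 mM sodium acetate pH 7. 6 hr, 37 C.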
# ALDH1A1 block: blocks purified human ALDH1A1 activity. P00352. Purified ALDH1A1, NADH fluorescence, propionaldehyde substrate. Potency, µM (doses to about 75.3 µM), without a hit: at the top dose activity, negative = inhibition, actives largely listed as inhibitors. 7.3% of 220,000 active. AID 1030; active means well fitted inhibition curve with a large enough effect, not every such curve was filed as active; inconclusive means small, poorly fitted or top-dose-only effect, or another doubt; inactive means no such curve, though single readings can be large or run the other way;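 further: plate controls were no enzyme wells and a reference inhibitor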
# Target sequence (P00352 whole entry, looked up): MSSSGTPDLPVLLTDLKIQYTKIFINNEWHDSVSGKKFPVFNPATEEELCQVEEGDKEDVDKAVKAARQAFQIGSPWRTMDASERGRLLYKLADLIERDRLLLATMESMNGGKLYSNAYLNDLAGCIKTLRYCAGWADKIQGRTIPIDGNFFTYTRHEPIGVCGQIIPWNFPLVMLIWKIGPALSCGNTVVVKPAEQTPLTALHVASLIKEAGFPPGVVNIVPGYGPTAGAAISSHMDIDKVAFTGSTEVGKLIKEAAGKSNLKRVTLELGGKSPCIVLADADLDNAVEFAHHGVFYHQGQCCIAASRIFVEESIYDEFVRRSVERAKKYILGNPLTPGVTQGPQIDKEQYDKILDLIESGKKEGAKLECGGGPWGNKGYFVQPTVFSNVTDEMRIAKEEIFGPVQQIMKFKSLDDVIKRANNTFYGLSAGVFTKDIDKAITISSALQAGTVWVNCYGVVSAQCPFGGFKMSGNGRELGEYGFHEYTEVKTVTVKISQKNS
# TRb-SRC2 inh: inhibitors of human thyroid hormone receptor beta-SRC2 interaction. TRbeta-SRC2 peptide binding, fluorescence polarization; receptor liganded with 1 µM T3. Potency, µM (doses to about 106 µM), for the others: at the highest dose activity change, negative = inhibition, actives largely listed as inhibitors. 0.065% of 280,000 active. AID 1469;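 further: plate controls were bound peptide for no effect and peptide without receptor for full effect; nearly all actives have a fitted effect of over 50% in size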
# Target sequence (P10828 whole entry, looked up): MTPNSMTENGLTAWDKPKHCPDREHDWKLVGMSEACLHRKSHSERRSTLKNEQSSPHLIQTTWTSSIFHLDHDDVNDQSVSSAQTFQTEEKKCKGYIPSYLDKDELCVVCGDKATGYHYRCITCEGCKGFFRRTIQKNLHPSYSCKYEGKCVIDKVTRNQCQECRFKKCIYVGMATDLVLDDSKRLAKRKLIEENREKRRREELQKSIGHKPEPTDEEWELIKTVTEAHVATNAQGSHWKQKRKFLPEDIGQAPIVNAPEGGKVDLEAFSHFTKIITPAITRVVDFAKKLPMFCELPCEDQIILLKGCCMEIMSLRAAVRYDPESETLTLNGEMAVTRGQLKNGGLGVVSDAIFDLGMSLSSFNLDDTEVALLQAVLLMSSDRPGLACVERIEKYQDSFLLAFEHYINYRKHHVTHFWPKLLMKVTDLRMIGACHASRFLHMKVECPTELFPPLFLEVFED
#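 Human TRb LBD (0.6 uM) plus Texas Red-labeled SRC2 peptide (20 nM), 1uM T3, 5% DMSO, 5 hr at ambient temperature. Decreased polarization (555/632 nm) flags inhibition; data normalized to free and bound peptide controls.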
# TexasRed fluor: alters Texas Red total fluorescence, flagging assay interference; TRb/SRC2 Texas Red total fluorescence interference; Potency, µM (top dose mostly 106 µM), for the others: at the highest dose fluorescence change, negative = quenching; AID 1479; 0.29% of 280,000 active; active means well fitted curve in either direction with a large enough effect; inconclusive means small, poorly fitted or top-dose-only effect
#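 Flags fluorescent or light-absorbing compounds by total fluorescence, S + 2P, at 555 nm excitation and 632 nm emission. Mixture: 20 nM Texas Red SRC2 peptide, 0.6 uM human TRb LBD, 1 uM T3, 5% DMSO; compound exposure 5 h at ambient temperature.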
# Tau fluor cs: counter-screen for tau fibril formation inhibitors; Potency, µM (doses to about 57.7 µM), for the others: top-dose activity change, negative = decrease; 0.93% of 280,000 active; tau K18 P301L (four-repeat tau fragment) Alexa594 fluorescence, heparin fibrillization; AID 1463; further: nearly all actives have a fitted effect of over 55% in size
#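 Human K18 P301L tau (15 uM unlabeled plus 0.24 uM Alexa 594-labeled, final) in 100 mM sodium acetate pH 7 was mixed with compound and 20 uM heparin and incubated 6 hr at 37 C.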
# Numbers without * were called inactive; ? = inconclusive; . = not tested or not shown; & = joins results of further samples; [ ] = another dose, or the depositor's remark. Unless noted, the call rests on the fitted dose curve; in most records, active means well fitted curve in the direction sought with a large enough effect; inconclusive means small, poorly fitted or top-dose-only effect, or another doubt; inactive means no such curve, though single readings can be large; an effect the other way counts as inactive or inconclusive. Unless noted, on the % scale 0 is the no-effect control and ±100 the full control effect; potency means the concentration at half of the fitted maximal effect.
SMILES,L3MBTL1 inh,Tau ThT inhib,aGal spleen mod,Tau fibril FP,ALDH1A1 block,TRb-SRC2 inh,TexasRed fluor,Tau fluor cs
CCc1cc2c(N3CCN(C(=O)c4ccco4)CC3)ncnc2s1,-2%,-9%,3%,-2%,?,-3%,0%,5%
COc1ccc(C(CCNC(C)c2ccccc2)c2ccc(F)cc2)cc1 (stereo not given),1%,?,4%,0%,?,-2%,-3%,-16%
NC(=O)c1ccccc1NS(=O)(=O)c1ccc(F)cc1,-6%,4%,-2%,2%,?,3%,-2%,12%
Cc1cc(C)nc(NC(=S)Nc2ccc(F)cc2F)c1,-3%[11.4 µM],-7%,4%,-3%,9%,-6%,-7%,-5%
CCCCNC(=O)CCC(=O)NNc1nc2ccccc2c2nc(-c3ccccc3)nn12,8%,-7%&-7%,-3%,-8%&-7%,18%,-4%&3%,2%&-1%,-12%&-17%
COc1ccc(CNC(=O)c2ccc(CN3C(=O)C(C)=C(c4ccc(C)cc4)S3(=O)=O)cc2)cc1,.,7%,.,-2%,.,-6%,-3%,-19%
Cc1ccc(-n2c(SCC(=O)Nc3cccc(S(N)(=O)=O)c3)nc3ccccc32)cc1,-14%,-19%,-8%,-15%,-1%,9%,2%,?
Cc1ccc2c(c1)c1c(c(=O)n(-c3cccc(Cl)c3)c(=O)n1C)n2C,.,2%,.,0%,.,-2%,-1%,0%
C(=C\c1ccccc1)/C=N/Nc1nc(N2CCCCC2)nc(N2CCCCC2)n1,-4%,-3%,-10%,5%,11%,6%,-1%,-6%
CCCc1noc(-c2ccc(NCc3ccccc3OC)c([N+](=O)[O-])c2)n1,.,10%,.,-10%,.,3%,-2%,6%
Cc1cc(C(=O)Nc2nnc(C3CCCCC3)s2)cs1,.,-3%,-7%,-2%,?,9%,0%,-2%
Cc1cc(Cl)ccc1C(=O)C1CCCN(C(=O)CCN2CCCO2)C1 (stereo not given),1%,-11%,-13%,-1%,-15%,-2%,1%,-10%
O=S(=O)(NC1CCCCC1Nc1ccccc1)c1ccccc1 (stereo not given),1%,3%,1%,10%,?,-2%,1%,-9%
Cc1cc(/C=C2/NC(=O)NC2=O)c(C)n1-c1ccncc1,.,-14%,-1%,-1%,-6%,1%,0%,-9%
COc1ccc(/C=N/n2c(C)nnc2C)c(OC)c1,36%[activator],-2%,4%,2%,?,-20%,-2%,0%
Cc1nn2c(Nc3ccc(F)cc3)c3c(nc2c1-c1ccccc1)CCC3,5%,-9%,-2%,-4%,1%,-2%,1%,-18%
Cc1ccc(CNC(=O)c2ccc(N3CCCC3=O)cc2)cc1,3%,-10%,-3%,7%,3%,-8%,-2%,-5%
CCn1c(=O)cc(OCC(=O)NC2CCCCC2)c2ccccc21,-6%,-3%,16%,-3%,?,-8%,2%,0%
O=C(Nc1cc(-c2ccc(Cl)cc2)no1)c1ccc(F)cc1,.,0%,.,-2%,.,-1%,3%,-3%
Cc1cccc(NC(=O)CSc2nccn2-c2cccc(Cl)c2)c1C,.,-19%,.,-1%,.,-1%,0%,-13%
COc1ccnc(Oc2ccccc2)c1C(=O)N/C=N/OCc1ccccc1,5%,-1%,1%,-8%,?,3%,3%,-4%
CSc1nc(C)c2c(n1)N(c1ccc(C(C)C)cc1)CC2,8%,-5%,0%,2%,-15%,-10%,-1%,-1%
C/C=C(\C)CN1CCN(c2ccc(C)cc2)CC1,.,-8%,4%,4%,-2%,0%,-1%,-5%
OC(CN1CCCCC1)CN1CCCCC1,-5%,-5%,-3%,-2%,0%,0%,-4%,3%
O=C(CCCN=C1NS(=O)(=O)c2ccccc21)OCC(=O)N1CCc2ccccc21,7%,-7%,6%,3%,7%,2%,-2%,-5%
COC(=O)[C@@H](NC(=O)Nc1ccccc1F)C(C)C,-3%,8%,12%,6%,-13%,2%,1%,7%
COc1cc2cc(CN(C(=O)NC3CCCCC3)C3CCCC3)c(=O)[nH]c2cc1OC,3%,-2%,14%,8%,?,5%,3%,-8%
CCSc1nc2c(c(=O)[nH]1)C(c1ccncc1)C(C(=O)OC)=C(C)N2 (stereo not given),1%,-5%,-16%,-13%,6%,-4%,-2%,1%
Cn1c(SCc2ccccn2)nnc1-c1ccccc1,48%[activator],-6%,-23%,-7%,7%,-3%,-3%,-11%
COc1ccc(OC)c(C(=O)c2ccc(C(=O)Nc3cccc4ccccc34)cc2)c1,0%,6%,-10%,-13%,?,-5%,0%,-8%

# As a short view, 12 of the compounds above.
SMILES,L3MBTL1 inh,Tau ThT inhib,aGal spleen mod,Tau fibril FP,ALDH1A1 block,TRb-SRC2 inh,TexasRed fluor,Tau fluor cs
O=C(Nc1cc(-c2ccc(Cl)cc2)no1)c1ccc(F)cc1,.,0%,.,-2%,.,-1%,3%,-3%
Cc1cccc(NC(=O)CSc2nccn2-c2cccc(Cl)c2)c1C,.,-19%,.,-1%,.,-1%,0%,-13%
COc1ccnc(Oc2ccccc2)c1C(=O)N/C=N/OCc1ccccc1,5%,-1%,1%,-8%,?,3%,3%,-4%
CSc1nc(C)c2c(n1)N(c1ccc(C(C)C)cc1)CC2,8%,-5%,0%,2%,-15%,-10%,-1%,-1%
C/C=C(\C)CN1CCN(c2ccc(C)cc2)CC1,.,-8%,4%,4%,-2%,0%,-1%,-5%
OC(CN1CCCCC1)CN1CCCCC1,-5%,-5%,-3%,-2%,0%,0%,-4%,3%
O=C(CCCN=C1NS(=O)(=O)c2ccccc21)OCC(=O)N1CCc2ccccc21,7%,-7%,6%,3%,7%,2%,-2%,-5%
COC(=O)[C@@H](NC(=O)Nc1ccccc1F)C(C)C,-3%,8%,12%,6%,-13%,2%,1%,7%
COc1cc2cc(CN(C(=O)NC3CCCCC3)C3CCCC3)c(=O)[nH]c2cc1OC,3%,-2%,14%,8%,?,5%,3%,-8%
CCSc1nc2c(c(=O)[nH]1)C(c1ccncc1)C(C(=O)OC)=C(C)N2 (stereo not given),1%,-5%,-16%,-13%,6%,-4%,-2%,1%
Cn1c(SCc2ccccn2)nnc1-c1ccccc1,48%[activator],-6%,-23%,-7%,7%,-3%,-3%,-11%
COc1ccc(OC)c(C(=O)c2ccc(C(=O)Nc3cccc4ccccc34)cc2)c1,0%,6%,-10%,-13%,?,-5%,0%,-8%

# Further entries:
SMILES,L3MBTL1 inh,Tau ThT inhib,aGal spleen mod,Tau fibril FP,ALDH1A1 block,TRb-SRC2 inh,TexasRed fluor,Tau fluor cs
Cc1ccc(-c2noc(CN(C(=O)CCN3C(=O)c4ccccc4C3=O)C(C)C)n2)cc1,7%[11.4 µM],?,7%,5%,?,1%,-6%,-16%
Cc1cccc(NC(=O)CN2C(=O)N/C(=C\c3cccn3-c3cccc(C(=O)O)c3)C2=O)c1,.,-20%,?,-2%,-8%,2%,0%,-3%
O=c1c2ccccc2n(Cc2cccc(Cl)c2)c(=O)n1CCc1ccccc1,.,?,.,-1%,.,4%,-9%,?
O=C(CP(=O)(c1ccccc1)c1ccccc1)N1CCCCC1,-1%[11.4 µM],12%,7%,-1%,2%,-6%,2%,18%
Cc1cccc(-c2nnn(C/C(N)=N/O)n2)c1,0%,3%,2%,-11%,-8%,-3%,-1%,1%[2.34 µM]
CC(OC(=O)c1nn(C)c(=O)c2ccccc12)C(=O)NCc1ccc2c(c1)OCO2 (stereo not given),0%,-5%,-1%,-9%,?,-7%,-2%,-5%
Nc1c2c(nc3sc4c(c13)CCCC4)-c1ccccc1CC2,-19%,?,-6%,-4%,.,1%,-2%,?
Cc1c(C(=O)NCc2ccccc2)sc2nc[nH]c(=O)c12,.,0%,.,1%,.,-5%,-4%,-11%
Cc1ccc2oc(-c3ccc(C)c(NC(=O)c4ccc(N5CCC(C)CC5)c([N+](=O)[O-])c4)c3)nc2c1,.,?,.,-12%,.,-21%[53 µM],-73%[53 µM],-16%
N#CC1=C(N)Oc2n[nH]c(-c3ccccn3)c2C1c1c(F)cccc1Cl (stereo not given),.,-10%,2%,-22%,4%,-2%,-3%,-15%
CCOCCCNS(=O)(=O)c1ccc(OC)c(Cl)c1Cl,34%[activator],9%,-5%,6%,2.2µM*,-5%,-5%,0%
Cc1cc(NC(=O)CSc2nc3c(c(=O)n2-c2ccc(Br)cc2)SCC3)no1,20%[11.4 µM],?,0%,-9%,0%,6%,-3%,-18%
CCOC(=O)CC(NC(=O)c1cc2c(=O)n3cccc(C)c3nc2s1)c1ccc(OCC(C)C)c(OC)c1 (stereo not given),.,8%,.,-4%,.,4%,?,-8%
CCOc1ccc(NC(=O)CN2CCN(CC(=O)Nc3ccc(Cl)c(C(F)(F)F)c3)CC2)cc1,.,-24%,-4%,-16%,13µM*,-3%,-1%,?
O=C(c1cc(-c2cccc(Cl)c2)on1)N1CCCCC1,.,-12%,.,1%,.,-3%,?,-20%
CC(C)(C)C(=O)NC(NC(=S)Nc1sc2c(c1C#N)CCCC2)C(Cl)(Cl)Cl (stereo not given),-2%,?,7%,11%,6.3µM*,2%,-3%,?
COCCNS(=O)(=O)c1ccc(F)c(OC)c1,.,-4%,-2%,-1%,5%,-17%,1%,-3%
COc1ccc(NC(=O)C2CCCCN2CC(=O)OCc2ccccc2)cc1OC (stereo not given),4%,5%,-6%,-2%,-6%,3%,-3%,2%
